FEN1 inhibitor = qHTS Assay for the Inhibitors of Human Flap endonuclease 1 (FEN1); Recombinant FEN1 flap cleavage, fluorescence, 15 min; Potency, µM (doses to about 114 µM), without a hit: at the highest dose activity change, negative = inhibition, actives largely listed as inhibitors; hit rate 0.35% among 390,000; AID 588795, 2011; also: nearly all actives have a fitted effect of over 65% in size
Target sequence (P39748 whole entry, looked up): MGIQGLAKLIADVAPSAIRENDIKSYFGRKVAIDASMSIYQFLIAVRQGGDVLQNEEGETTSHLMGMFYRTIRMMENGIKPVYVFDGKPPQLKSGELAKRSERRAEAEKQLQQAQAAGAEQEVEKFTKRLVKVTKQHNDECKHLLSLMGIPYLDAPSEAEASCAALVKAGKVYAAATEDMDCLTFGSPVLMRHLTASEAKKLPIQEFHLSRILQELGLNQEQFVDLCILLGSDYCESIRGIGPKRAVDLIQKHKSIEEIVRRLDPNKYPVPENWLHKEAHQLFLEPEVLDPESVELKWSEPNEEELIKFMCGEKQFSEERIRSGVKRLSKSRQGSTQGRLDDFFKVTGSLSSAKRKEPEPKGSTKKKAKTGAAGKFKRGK
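Reaction started by adding substrate (50 nM final) to 10 nM enzyme after 15 min room-temperature compound preincubation. Reads at 0 and 15 min, with data normalized and fitted to a four-parameter Hill equation.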
GCN5L2 inh = qHTS Assay for Inhibitors of GCN5L2. Histone acetyltransferase KAT2A (Homo sapiens), Q92830. GCN5L2 HAT assay, ThioGlo1 CoA-SH fluorescence. Potency, µM (top dose mostly 58.9 µM), inactives show at the highest dose activity change, negative = inhibition, hits mostly inhibitors. hit rate 0.21% among 390,000. AID 504327, 2011
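Enzyme at 20nM final was mixed with library compounds for 15 min at room temperature. Peptide H3(1-25) at 75uM, acetyl-CoA at 70uM and ThioGlo1 at 50uM were then added. Plates were read immediately and after 20 min (Ex340nm/Em540nm).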
N370S GC = qHTS Assay for Inhibitors and Activators of N370S glucocerebrosidase as a Potential Chaperone Treatment of Gaucher Disease | Lysosomal acid glucosylceramidase (Homo sapiens), P04062 | N370S GC spleen homogenate, 4MU-glucoside fluorescence | Potency, µM (doses to about 59.4 µM), without a hit: at the highest dose activity change, negative = inhibition, actives largely listed as inhibitors | hit rate 0.092% among 330,000;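 also: 0% = full enzyme activity and -100% = no enzyme basal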
* marks the source's active call; other numbers are inactive results; u = inconclusive; x = not tested or not shown; & = joins results of further samples; [ ] = remark or other dose. Calls follow the shape of the dose curve; as a rule, active = well fitted curve in the direction sought with a large enough effect; inconclusive = small, poorly fitted or top-dose-only effect, or another doubt; inactive = no such curve, though single readings can be large; an effect the other way counts as inactive or inconclusive. Unless noted, % is scaled to controls: 0 for no effect and ±100 for the full control effect; potency is read from the fitted curve at half-maximal effect.

SMILES	FEN1 inhibitor	GCN5L2 inh	N370S GC
CCN1CCN(C(=O)c2cc3cc4cc(OC)ccc4nc3s2)CC1	8%	-7%	27%
CCOc1ccc(-c2nnc(SCC(=O)NCc3ccc(Cl)cc3)o2)cc1	11%	-10%	x
Cc1cc(C)c2oc(C(=O)Nc3nnc(C(C)C)s3)cc(=O)c2c1	-14%	-3%	0%
Cc1cc(C(=O)CSc2nnc(-c3ccccc3F)o2)c(C)n1Cc1cccs1	3%	1%	u
CCN(c1ccccc1)S(=O)(=O)c1ccc(OC)c(NC(=O)CCc2nc3ccccc3c(=O)[nH]2)c1	2%	-7%	-12%
O=C(CSCc1c(Cl)cccc1Cl)Nc1nccs1	-17%	0%	u
C[C@H](CO)N1C[C@H](C)[C@@H](CN(C)S(=O)(=O)c2cccs2)Oc2ccc(NS(=O)(=O)c3ccc(F)cc3)cc2C1=O	-12%	-4%	x
CCCC(=O)Nc1ccc(-c2cnc(-c3ccc(NC(=O)CCC)cc3)nc2)cc1	2%	-5%	4%
Cc1ccc(S(=O)(=O)NC(=NC(Cc2ccccc2)C(=O)O)c2ccccc2)cc1 (stereo not given)	0%	0%	-1%
O=c1[nH][nH]c2c(N=Cc3ccccc3O)ccc(F)c12	18µM*	u	1%
CC1(C)NC(C)(C)C(O)(C(N)=O)C1=O (stereo not given)	-10%	1%	6%
Cc1ccccc1NS(=O)(=O)c1nnc(NC(=O)C(C)C)s1	-6%	-3%	-2%
Cc1cccc(N2CCN(C(c3ccccc3)c3nnc(-c4ccccc4Cl)o3)CC2)c1C (stereo not given)	-22%	-16%	x
COC(=O)C1=C(C)N(c2ccc(C)cc2)/C(=C/c2ccc(O)cc2)C1=O	-4%	-5%	-7%
CCc1ccc(OCC(=O)Nc2cccc3nsnc23)cc1	-3%	-7%	23%
CCN(CC)C(=O)C1CCN(S(=O)(=O)c2c(C)noc2/C=C/c2cccc(C)c2)CC1	-17%	-2%	-9%
CCCC[C@H]1CCCO[C@@](C(=O)NCc2ccc(C)o2)(C(F)(F)F)C1	-24%	x	-1%
O=[N+]([O-])c1ccc(S(=O)(=O)N2CCN=C2SCc2ccc(F)cc2)cc1	18%	-8%	1%
Cc1ccc(NC(=O)C2CCCN(S(=O)(=O)c3c(C)nn(C)c3C)C2)c(C)c1 (stereo not given)	-11%	-3%	x
Cc1ccc(NS(=O)(=O)c2ccc(C(=O)N3CCN(c4ccccn4)CC3)cc2)cc1	-10%	0%	-11%
COc1ccc(CCNC(=O)c2ccc(CN3CCOCC3)cc2)cc1	-1%	-5%	-4%
COc1c2ccoc2c(OC[C@@H](OC(C)=O)C(C)(C)O)c2oc(=O)ccc12	30%	-1%	x
COc1ccc(OC)c(/C=N/NC(=O)c2cc3c(OC)cc(OC)cc3[nH]2)c1	-23%	-3%	u
CC1CCN(c2oc(-c3cccs3)nc2S(=O)(=O)c2ccccc2)CC1	-31%	-3%	x
O=C(NN=C1CCCC1)c1ccccc1OCCOc1ccccc1	18%	-4%	19%

Reprinted from the part before: 2 compounds, then new ones.
SMILES	FEN1 inhibitor	GCN5L2 inh	N370S GC
CC1CCN(c2oc(-c3cccs3)nc2S(=O)(=O)c2ccccc2)CC1	-31%	-3%	x
O=C(NN=C1CCCC1)c1ccccc1OCCOc1ccccc1	18%	-4%	19%
CC1CC(=O)Nc2ccccc2N1C(=O)COc1ccc2ccccc2c1 (stereo not given)	2%	-7%	x
CCCCn1c(Nc2ccccc2)nc2ccccc21	0%	-1%	0%
COc1ccc(OCc2ccc(-c3nc(C#N)c(N4CCN(c5cccc(Cl)c5)CC4)o3)o2)cc1	-6%	-3%	x
COC(=O)c1[nH]c2cc(OC)c(OC)cc2c1/C=N/Nc1ccccc1	-8%	-12%	-12%
Cn1c(=O)c2c(-c3ccc(OC(F)F)cc3)cc(-c3ccccc3)nc2n(C)c1=O	-1%	-14%	-13%
COc1ccc(-c2c(C)nc3c(-c4ccsc4)cnn3c2N)cc1	7%	-3%	0%
CC(=O)N1CCC2(CC1)CN(C(=O)Nc1cccc(C#N)c1)C2	x	0%	1%
CCOC(=O)C1CCN(C(=O)C2CCN(C3=NS(=O)(=O)C(c4ccc(C)cc4)=C3CC)CC2)CC1	2%	-1%	x
Cc1cc(CSc2ccccc2)ccc1NC(=O)COc1ccccc1C	-1%	-3%	27%
O=C(NCc1ccccc1)c1ccc(NC(=O)N2CC3CCCN3c3ccccc32)cc1 (stereo not given)	-19%	-4%	x
CCCNC(=O)NC(=O)CSc1nc2ccccc2n1CC(C)C	-9%	-1%	3%
CC(=O)OC1C[C@@]2(C)C(c3ccoc3)OC(=O)C3O[C@@]32[C@]2(C)C(OC(C)=O)CC3C(C)(C)C(OC(C)=O)CC(OC(C)=O)[C@@]3(C)C12 (stereo not given in full)	x	-3%	1%
CC(NC(=O)CN1CCN(S(=O)(=O)c2ccc(Br)cc2)CC1)c1ccccc1 (stereo not given)	-2%	-7%	-15%
COc1cc(/C=C/C(=O)OCC(=O)NC(C)c2ccccc2)cc(OC)c1OC (stereo not given)	0%	-3%	x
CCC(C)n1c(-c2cccc(S(=O)(=O)N(CC)CC)c2)n[nH]c1=S (stereo not given)	4%	-2%	-5%
Cc1cccc(C(=O)NCC(=O)OCCOc2ccccc2Cl)c1	-9%	-20%	-2%
O=C(O)CCCn1cc(NC(=O)c2sc3ccccc3c2Cl)cn1	11%	-20%	2%
CCOc1ccccc1CN1C(=O)c2ccccc2C1C(=O)NCC1CCCO1 (stereo not given)	6%	-5%	5%
O=c1cc(N2CCN(Cc3ccccc3)CC2)[nH]c(=O)n1-c1ccc(Br)cc1	-8%	-4%	2%
COc1cccc(C2C(C(=O)c3cc4ccccc4o3)=C(O)C(=O)N2CCN2CCOCC2)c1 (stereo not given)	1%	-9%	-16%
COCC1CCN(Cc2nc(-c3ccc(OC)cc3)no2)CC1	-11%	-7%	0%
COc1cc(-c2[nH]ncc2CN2CCc3sccc3C2)cc(OC)c1OC	-17%	-5%	-9%
CC(=O)Oc1ccc(-c2csnn2)cc1	-9%	-2%	4%
O=C(Nc1ccccc1)C1=C[C@@H](C2CCCCC2)C[C@@H](OCCCCO)O1	-24%	2%	13%
COc1cccc(CNC(=O)Cn2ncc3c4ccccc4n(C)c3c2=O)c1	16%	-5%	x

Rewritten as a markdown table: 2 of the compounds above.
| smiles | FEN1 inhibitor | GCN5L2 inh | N370S GC |
| --- | --- | --- | --- |
| CCOc1ccccc1CN1C(=O)c2ccccc2C1C(=O)NCC1CCCO1 (stereo not given) | 6% | -5% | 5% |
| O=c1cc(N2CCN(Cc3ccccc3)CC2)[nH]c(=O)n1-c1ccc(Br)cc1 | -8% | -4% | 2% |

Later entries.
SMILES	FEN1 inhibitor	GCN5L2 inh	N370S GC
COc1cccc(C(=O)NCc2ccc3c(c2)CCN3C(=O)c2ccncc2)c1	15%	-7%	x
COc1ncc2nc(CCc3ccccc3)c(=O)n(CCC#N)c2n1	x	-7%	13%
CCNC(=S)N/N=C/c1ccc(C(=O)O)cc1	2%	5%	19%
CCOc1ccc(S(=O)(=O)Nc2cccc(-c3ccc(N4CCCCCC4)nn3)c2)cc1	-13%	-10%	5%
Cc1ncoc1C(=O)Nc1nccs1	4%	-8%	2%
CCc1ccc2ncc(C(=O)c3ccc(C)c(C)c3)c(N3CCC(C(N)=O)CC3)c2c1	8%	0%	x
Cc1nnc(SCC(=O)Nc2ccccc2F)n(N)c1=O	-2%	-5%	-7%
CCc1nnc(NC(=O)CCC(=O)Nc2ccc(C)cc2)s1	-2%	2%	-11%
CC(=O)c1ccc(N2CCN(C(=O)CCCCn3c(=O)[nH]c4ccsc4c3=O)CC2)cc1	13%	-10%	x
CC(=O)Oc1cc(OC(C)=O)c2c(c1)OC(c1ccc(OC(C)=O)c(OC(C)=O)c1)C(OC(C)=O)C2 (stereo not given)	x	1%&-7%	0%&-2%
C1=C(CCNc2ncnc3c2cnn3-c2ccccc2)CCCC1	-7%	-8%	21%
CCOC(=O)c1[nH]c(C)c(C(=O)NCCCN2CCOCC2)c1C	9%	1%	-9%
Cc1cccc(OCCOC(=O)C2CCN(S(=O)(=O)c3ccc(C)c(C)c3)CC2)c1	-5%	-8%	-1%
COc1ccc(CNC(=O)C2CCCN(S(=O)(=O)c3c(C)n[nH]c3C)C2)cc1 (stereo not given)	0%	2%	-4%
COc1cccc(C(=O)N/N=C2/SCC(=O)N2CCc2ccc(OC)c(OC)c2)c1	-2%	-5%	-4%
Cc1ccc(S(=O)(=O)NCCCN2CCOCC2)cc1C	9%	1%	15%
CCOC(=O)c1nnn(CC(=O)Nc2cccc(Cl)c2C)c1C(=O)OCC	3%	-4%[0.501 µM]	-3%
CCn1c(CNC(=O)c2ccc(OC)cc2)nnc1SCC(=O)Nc1cccc(C)c1C	2%	-5%	x
CSc1ccccc1NC(=O)CCn1c(=O)sc2ccccc21	-5%	3%	4%
CCOc1cc(C)c(S(=O)(=O)Nc2ccc3cn[nH]c3c2)cc1C	5%	41%[activator]	-4%
O=C(Nc1ccnn1C1CCN(Cc2ccc3nonc3c2)CC1)c1cccc(F)c1	-4%	-6%	-9%
CCC(C)[C@H]1COCCS(=O)(=O)N1Cc1ccc(Cl)cc1Cl (stereo not given in full)	-6%&-21%	-11%	14%
O=C(Oc1ccc(Br)cc1)C1CCN(C2=NS(=O)(=O)c3ccccc32)CC1	-8%	4%	1%
COc1ccc(N2CCN(C(CNC(=O)COc3ccccc3)c3ccco3)CC2)cc1 (stereo not given)	-1%	-5%	-9%
CCOC(=O)c1[nH]c2ccccc2c1NC(=O)CCN1CC(C)OC(C)C1 (stereo not given)	-4%	-13%	-15%

Record cards, as listed above. Screens in order: FEN1 inhibitor, GCN5L2 inh, N370S GC
CCOC(=O)c1nnn(CC(=O)Nc2cccc(Cl)c2C)c1C(=O)OCC as listed: 3%, -4%[0.501 µM], -3%
COc1ncc2nc(CCc3ccccc3)c(=O)n(CCC#N)c2n1 as listed: x, -7%, 13%
Cc1cccc(OCCOC(=O)C2CCN(S(=O)(=O)c3ccc(C)c(C)c3)CC2)c1 as listed: -5%, -8%, -1%

Additional records:
SMILES	FEN1 inhibitor	GCN5L2 inh	N370S GC
O=C(c1ccco1)N1CCN(S(=O)(=O)Cc2ccc(Cl)cc2)CC1	0%	-13%	1%
COc1ccc(CCNC(=O)c2ccc(OCc3c(C)noc3C)c(OC)c2)cc1	2%	-5%	x
COc1cc2c(cc1OC)CN(C(=S)Nc1ccc(C)cc1C)CC2	-7%	3%	-2%
O=C(/C=C/c1cccc(Br)c1)NC1CCN(Cc2ccccc2)CC1	-21%	-18%	-17%
O=C(COC(=O)CCC(=O)c1cccs1)Nc1ccccc1C(F)(F)F	-9%	-2%	x
Cc1nc2ccc(NC(=O)c3ccc4ccccc4n3)cc2s1	1%	-16%	3%
COc1cc2c(cc1NC(=O)CSc1nc3ccccc3[nH]1)oc1ccccc12	-7%	2%	19%
N#CCCn1nnc2ccccc21	-3%	-13%	1%
Cc1ccc(OCC(=O)NNC(=O)c2cc(C)[nH]n2)cc1	-8%	1%	-6%
CC(=O)c1c(C)[nH]c(C(=O)OCc2ccc([N+](=O)[O-])cc2)c1C	-3%	-2%	0%
O=C(N/C(=C/c1cccc(Br)c1)c1nc(=S)[nH][nH]1)c1ccccc1	-4%	15%	u
CC(C)CC(=O)NC(=S)Nc1cccc(NC(=O)c2ccccc2)c1	8%	-4%	-6%
COc1cccc(CN2CCN(Cc3nc(-c4cccs4)oc3C)CC2CCO)c1 (stereo not given)	-7%	-14%	1%
CC(C)(C)c1ccc(C(=O)NC(=O)COC(=O)c2ccco2)cc1	14%	-3%	-7%
Cc1ccc(OCC(=O)Nc2sc3c(c2C#N)CCC3)cc1C	-3%	-3%	13%

Looked up one by one from the entries so far, 7 records:
SMILES	FEN1 inhibitor	GCN5L2 inh	N370S GC
Cc1ccc(OCC(=O)NNC(=O)c2cc(C)[nH]n2)cc1	-8%	1%	-6%
CC(=O)c1c(C)[nH]c(C(=O)OCc2ccc([N+](=O)[O-])cc2)c1C	-3%	-2%	0%
O=C(/C=C/c1cccc(Br)c1)NC1CCN(Cc2ccccc2)CC1	-21%	-18%	-17%
Cc1nc2ccc(NC(=O)c3ccc4ccccc4n3)cc2s1	1%	-16%	3%
CC(C)CC(=O)NC(=S)Nc1cccc(NC(=O)c2ccccc2)c1	8%	-4%	-6%
COc1ccc(CCNC(=O)c2ccc(OCc3c(C)noc3C)c(OC)c2)cc1	2%	-5%	x
CC(C)(C)c1ccc(C(=O)NC(=O)COC(=O)c2ccco2)cc1	14%	-3%	-7%

Screens deposited in PubChem by National Center for Advancing Translational Sciences (NCATS).

These rows are one share of the data; rates above refer to the full screens.
